# Compound activity (PubChem)
# PKA-R1A activ: activators of PKA-R1A holoenzyme, primary screen, biochemical, fluorescence polarization, Cy5-IP20, bovine R1A, mouse PKAc. 340,000 compounds, 0.083% hits. AID 504707, 2011. PKA-R1A dissociation; scaled: DMSO 0%, 113 µM cGMP 100%. cAMP-dependent protein kinase type I-alpha regulatory subunit (Bos taurus) + …. activation, % at 11.4 µM;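 active = percent activation above the mean of all tested compounds plus 3 SD, cut at about 19% in these data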;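 also: higher means more PKAc released from R1A so a rise in polarization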
# DSG3 Ab inh: inhibitors of pemphigus antibody binding to DSG3, primary screen, biochemical, bead-based, flow cytometry, scFv-GFP; 310,000 compounds, 0.48% hits; AID 588358, 2011; DSG3-coupled beads, scFv-anti-DSG3-GFP binding; stronger effect = lower value; binding (percent of control), % at 10 µM;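 active = binding more than 3 SD below its plate's average and above zero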; also: some compounds called inactive have numbers as strong as hits
# MOR-DOR inv ag: inverse agonists of MOR-DOR heterodimerization, primary screen, cell-based, luminescence; inhibition, % at 9.3 µM; cell-based MOR-DOR heterodimer luminescence, inverse agonism; 340,000 compounds, 0.21% hits; AID 504357, 2011; in the data active = inhibition above about 22%, passing the limit was not always enough;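 also: 0% = cells with DMSO and 100% = wells without cells with DMSO; values of inactives mirror those of a sister screen read the other way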
# Target sequence (P35372 whole entry, looked up): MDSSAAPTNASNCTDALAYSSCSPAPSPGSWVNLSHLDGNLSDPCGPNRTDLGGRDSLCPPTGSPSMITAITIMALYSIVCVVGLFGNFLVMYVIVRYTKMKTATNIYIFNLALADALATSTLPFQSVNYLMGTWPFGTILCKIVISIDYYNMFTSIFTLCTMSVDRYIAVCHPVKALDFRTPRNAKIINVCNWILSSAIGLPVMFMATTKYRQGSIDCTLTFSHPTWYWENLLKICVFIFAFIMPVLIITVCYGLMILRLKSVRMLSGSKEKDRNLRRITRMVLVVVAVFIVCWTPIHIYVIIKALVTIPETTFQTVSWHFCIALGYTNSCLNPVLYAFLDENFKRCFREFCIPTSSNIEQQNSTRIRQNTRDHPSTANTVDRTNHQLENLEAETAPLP
# Target sequence (P41143 whole entry, looked up): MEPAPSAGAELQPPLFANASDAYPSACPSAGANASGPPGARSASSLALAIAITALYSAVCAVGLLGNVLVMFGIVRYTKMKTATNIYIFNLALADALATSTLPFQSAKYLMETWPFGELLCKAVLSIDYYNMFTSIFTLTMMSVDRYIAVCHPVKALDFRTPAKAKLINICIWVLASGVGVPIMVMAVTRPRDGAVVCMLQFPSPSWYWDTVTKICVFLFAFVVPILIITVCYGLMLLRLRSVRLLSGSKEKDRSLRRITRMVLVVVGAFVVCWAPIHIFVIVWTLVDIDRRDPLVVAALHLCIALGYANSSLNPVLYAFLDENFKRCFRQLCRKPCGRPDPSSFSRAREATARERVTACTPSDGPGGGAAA
# SUMO Mot1 rescue: yeast Mot1-301 growth rescue at high temperature, primary screen, SUMOylation pathway inhibitor project, S. cerevisiae, ATP luminescence, 38.5C. AID 2716, 2010. growth rescue, % at 18.8 µM. S. cerevisiae Mot1-301 growth rescue; percent above DMSO median, 100 means doubled. 320,000 compounds, 1% hits;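 active = every valid replicate shows activation above 250% relative to neutral control wells; inactive = the rest, any valid replicate at or below 250%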;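 also: OY570 slx delta 5 strain wells were the positive control but not used for scaling; some compounds called inactive have numbers as strong as hits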
# PfHsp90 yeast 2: growth inhibition of PfHsp90-expressing yeast, primary screen, antimalarial PfHsp90 inhibitor project, S. cerevisiae, BacTiter-Glo luminescence, single point, set 2. BacTiter-Glo ATP, 48 h; yeast lacking PDR1 and PDR3 efflux regulators. inhibition, % at 9.4 µM. 310,000 compounds, 0.32% hits;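 active = every replicate shows inhibition above about 80%, whatever the replicate mean, limit read from the data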;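 also: 0% = DMSO neutral controls and 100% = 20 µM radicicol positive controls; yeast relying on Plasmodium falciparum Hsp90 in place of its own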
# HTR5A ag ctr: HTR5A agonists in luminescence cell assay, primary screen, counter-screen for OPRM1-OPRD1 heterodimer agonist project, full-deck HTS. 5-hydroxytryptamine receptor 5A (Homo sapiens), P47898. cell-based. activation, % at 9.3 µM. 340,000 compounds, 0.61% hits. AID 504692, 2011; in the data active = activation mostly above about 9.5%, no sharp cut-off; inactive = mostly below about 7.6%;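 also: 0% = cells with vehicle only and 100% = reference agonist; strong numbers were not always called active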
# OPRM1-OPRD1 ag: agonists of OPRM1-OPRD1 heterodimerization, primary screen, cell-based, luminescence; Mu-type opioid receptor (Homo sapiens) + Delta-type opioid receptor (Homo sapiens), …; cells; activation, % at 9.3 µM; 340,000 compounds, 0.3% hits; in the data active = activation above about 18%;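 also: 0% = vehicle-treated cells and 100% = reference agonist; values of inactives mirror those of a sister screen read the other way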
# E coli growth: E. coli V3065 growth inhibition, primary screen, counter-screen for AddAB inhibitor project, absorbance, OD600. 18 h. inhibition, % at 11.9 µM. 330,000 compounds, 0.27% hits. AID 449728, 2010;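 active = inhibition above the campaign's mean inhibition across all tested compounds plus 3 SD, cut at about 9.9% in these data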;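 also: uninfected addAB+ strain grown without phage in ampicillin broth; 0% = DMSO wells and 100% = ciprofloxacin 0.95 µg/ml wells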
# phage Ecoli inh: growth loss of phage-infected E. coli, primary screen, RecBCD inhibitor project, absorbance, with phage, HTS; 360,000 compounds, 0.26% hits; AID 651602, 2012; inhibition, % at 11.9 µM; in the data active = inhibition above about 11%
# HTR5A inv ctr: HTR5A inverse agonists in luminescence cell assay, primary screen, counter-screen for OPRM1-OPRD1 heterodimer inverse agonist project, full-deck HTS; 5-hydroxytryptamine receptor 5A (Homo sapiens), P47898; HTR5A cell line, inverse agonism; inhibition, % at 9.3 µM; 340,000 compounds, 0.083% hits; AID 504634, 2011; in the data active = inhibition mostly above about 23%, no sharp cut-off; inactive = mostly below about 18%;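 also: 0% = cells with DMSO and 100% = no-cell wells with DMSO; some compounds called inactive have numbers as strong as hits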
# AddAB inh: growth inhibition of E. coli expressing H. pylori AddAB, primary screen, AddAB inhibitor project, absorbance; 330,000 compounds, 0.29% hits; inhibition, % at 11.9 µM; in the data active = inhibition above about 12%;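 also: 0% = vehicle wells of infected cells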
# An asterisk follows results filed as active; x = not tested or not shown. Rows are unselected; any-hit rate near 3.2%.
SMILES,PKA-R1A activ,DSG3 Ab inh,MOR-DOR inv ag,SUMO Mot1 rescue,PfHsp90 yeast 2,HTR5A ag ctr,OPRM1-OPRD1 ag,E coli growth,phage Ecoli inh,HTR5A inv ctr,AddAB inh
COc1ccc(C(C)NC(=O)c2cccc([N+](=O)[O-])c2)cc1OC (centres undefined),0.4,99.7,17.4,2.9,-2.9,-1.0,-3.3,0.3,4.2,3.0,2.8
Cc1ccccc1C(=O)N1CCC(C(=O)OCc2ccccc2Cl)CC1,-0.3,106.9,-8.2,15.1,x,-3.7,2.0,-1.6,2.9,13.4,0.4
O=C(Nc1cc(Cl)ccc1N1CCOCC1)C1CC1,5.5,94.8,1.8,-1.9,-9.4,-9.1,-0.5,2.1,3.5,9.9,-1.7
CCS(=O)(=O)c1ccc2oc(SCC(=O)c3c(N)n(C4CC4)c(=O)[nH]c3=O)nc2c1,-0.6,95.5,5.2,9.5,-17.5,0.2,-1.0,0.2,5.6,-0.6,-0.3
CCN(CC)C(=O)C1CCN(C(=O)c2oc3ccc(C)cc3c2C)CC1,-10.1,x,7.2,4.1,-12.3,1.9,-1.3,-0.3,3.1,-7.0,0.9
CCOc1c(C(N)=O)cc([N+](=O)[O-])cc1[N+](=O)[O-],2.7,86.3,18.9,x,0.1,3.8,-3.8,-1.6,3.5,9.8,2.4
CC1CCC(NC(=O)CN(C)S(=O)(=O)c2ccc3c(c2)CCC(=O)N3)CC1 (centres undefined),-8.3,107.1,13.5,21.3,3.6,0.4,-2.6,0.4,0.4,0.6,2.4
C=CCOC(=O)C(=O)/C=C/c1ccc2c(c1)Cc1ccccc1-2,-4.1,97.1,14.4,2.9,-11.6,-0.6,-2.5,2.0,1.5,-2.5,2.4
Cc1ccccc1NS(=O)(=O)c1cc(S(C)(=O)=O)ccc1Cl,5.5,117.0,9.6,-11.4,-17.2,-3.4,-1.6,2.9,0.5,0.7,0.8
Cc1ccc(NC(=O)CSC(C)C(=O)OC(C)C(=O)NC2CCCCC2C)cc1 (centres undefined),0.3,x,-11.6,-21.0,-11.3,2.0,2.8,1.2,3.1,-4.9,-0.6
CCCOc1ccc(OCCOCCNCc2ccccc2)cc1,2.1,102.7,-16.2,21.2,-2.2,2.7,3.2,-0.6,3.3,-7.1,2.2
COc1cccc(C(=O)N/N=C/c2cn[nH]c2-c2ccc(OC)cc2OC)c1,1.0,108.0,5.9,4.3,-7.9,2.1,-1.3,1.3,0.6,-12.8,0.6
O=C(Cc1ccccc1[N+](=O)[O-])Nc1ccccc1C(=O)N1CCCC1,14.8,104.2,14.1,-15.7,-23.8,-0.6,-2.7,-1.6,4.3,1.6,0.7
COc1ccnc2c1c(=O)n(Cc1ccc(Cl)cc1Cl)c(=O)n2C,-0.7,98.7,4.7,4.4,-4.3,1.4,-0.9,-0.7,0.5,-7.7,4.5
CN(C)c1ccc(/C=N/NC(=O)c2cc(-c3ccc4c(c3)OCO4)n[nH]2)cc1,-0.8,x,14.5,-20.0,-10.2,1.0,-2.9,-0.6,1.2,-2.6,-2.1
CCOc1ccccc1NC(=O)CSc1ncnc2c1oc1ccccc12,3.6,100.9,-3.7,-2.2,x,-4.9,0.7,-2.1,3.1,-13.2,-1.2
Cc1nc(SCC(=O)NC(=O)NCc2ccccc2)nc(C)c1C,-16.9,77.7,2.7,x,-5.2,5.5,-0.5,0.9,2.4,-14.0,1.4
COc1ccc(N2CCN(CCCNC(=O)C(=O)c3c(C)n(C)c4ccccc34)CC2)cc1,1.9,101.9,12.3,9.9,9.6,0.5,-2.4,-2.6,-1.1,5.2,-2.8
Fc1cccc(CSc2nc3ncccc3[nH]2)c1,-6.9,80.0,11.9,-2.4,9.8,5.6,-2.1,0.5,2.8,-14.3,4.6
O=C(COC(=O)c1ccccn1)NNC(=O)c1ccc(Br)cc1,-2.2,x,8.9,-11.4,-10.6,3.3,-2.3,0.8,1.8,-8.2,2.5

# Quoted from the listing, three compounds:
SMILES,PKA-R1A activ,DSG3 Ab inh,MOR-DOR inv ag,SUMO Mot1 rescue,PfHsp90 yeast 2,HTR5A ag ctr,OPRM1-OPRD1 ag,E coli growth,phage Ecoli inh,HTR5A inv ctr,AddAB inh
COc1ccc(N2CCN(CCCNC(=O)C(=O)c3c(C)n(C)c4ccccc34)CC2)cc1,1.9,101.9,12.3,9.9,9.6,0.5,-2.4,-2.6,-1.1,5.2,-2.8
Fc1cccc(CSc2nc3ncccc3[nH]2)c1,-6.9,80.0,11.9,-2.4,9.8,5.6,-2.1,0.5,2.8,-14.3,4.6
O=C(COC(=O)c1ccccn1)NNC(=O)c1ccc(Br)cc1,-2.2,x,8.9,-11.4,-10.6,3.3,-2.3,0.8,1.8,-8.2,2.5

# Additional results:
SMILES,PKA-R1A activ,DSG3 Ab inh,MOR-DOR inv ag,SUMO Mot1 rescue,PfHsp90 yeast 2,HTR5A ag ctr,OPRM1-OPRD1 ag,E coli growth,phage Ecoli inh,HTR5A inv ctr,AddAB inh
COCCN1Cc2cccc(C(=O)NCc3ccccn3)c2C1=O,1.2,113.7,13.2,-3.4,-2.2,-0.6,-2.4,0.9,4.5,2.0,-2.3
COc1ccccc1Nc1nc(N)nc(CSc2nccn2C)n1,0.6,112.3,4.9,301.6,10.9,-0.7,-0.7,-1.5,3.3,1.9,0.5
CCC(OC(=O)c1ccco1)C(=O)NCc1ccc(OC)cc1 (centres undefined),-2.2,113.6,9.5,-17.7,-3.3,1.6,-1.3,-0.5,-2.6,31.9,2.7
CSc1ccccc1NC(=O)CN(C)Cc1ccc(Br)cc1,-8.3,129.9,-15.3,0.0,2.9,3.1,2.8,0.5,4.6,-19.7,-0.5
CCC1=C(OC(=O)N(CC)CC)N2C(=O)OC(=NCCc3c[nH]c4ccccc34)[C@]2(Cc2ccccc2)[C@H]2C1=CC[C@H]1C(=O)NC(=O)[C@H]12,-5.1,99.2,-2.4,-1.4,-34.1,6.6,0.4,-1.4,4.7,-3.6,-0.3
CC(C(=O)NCc1cccs1)n1cccc1 (centres undefined),5.3,x,-6.0,11.8,22.2,-2.4,1.1,2.6,1.2,6.5,4.7
CSc1ccccc1C(=O)NCc1cccnc1,0.8,116.8,5.9,-2.2,x,-0.9,-1.2,-0.2,2.1,2.5,1.4
Cc1cc(Br)c2c(c1)=C(c1sc(N3CCCCCC3)nc1O)C(=O)N=2,2.4,103.8,0.1,x,0.6,5.5,0.0,x,2.2,-24.4,x
O=S(=O)(c1ccc(Oc2ncnc3scc(-c4ccccc4)c23)cc1)N1CCOCC1,3.2,99.6,13.6,7.4,-29.9,1.9,-3.0,-1.6,1.8,-17.9,0.6
CCOC(=O)CCCNC(=O)COC(=O)[C@@H]1CCCN1S(=O)(=O)c1ccc(Cl)cc1,2.1,101.0,10.6,-1.4,-12.3,-1.3,-2.0,2.2,0.2,4.5,3.6
COc1ccc2nc(N/C(N)=N/C(=S)Nc3c(C)cccc3C)nc(C)c2c1,3.8,93.1,-4.0,-5.2,-80.3,-0.1,0.8,0.6,4.2,0.3,4.8
O=C(Nc1ccc(N2CCCC2)cc1)c1ccc(Br)cc1,-1.0,94.5,4.7,5.5,6.0,0.1,-1.0,-1.6,-4.3,-0.5,1.5
CCC(C)(C)NC(=S)Nc1ccccc1C,-4.1,94.7,8.1,x,0.1,0.1,-1.6,0.8,1.2,2.8,-0.2
COc1ccccc1C1CC(c2ccco2)=NN1c1ccccc1 (centres undefined),0.2,93.5,-9.1,62.1,-30.1,3.6,1.5,1.8,3.7,27.5,2.9
CN(C)c1ccc(C(=S)NC2CCCCC2)cc1,-7.8,103.5,20.8,-26.8,-7.9,3.1,-4.2,2.5,6.0,27.7,0.8
COc1ccccc1NC(=O)Cn1nc(C)n2cccc2c1=O,-16.7,105.0,10.9,-1.0,10.5,0.1,-2.1,2.4,-1.9,2.1,3.4
O=c1nc(SCc2cccc(C(F)(F)F)c2)nc2ccccn12,-1.9,91.7,3.7,10.6,13.1,0.9,-0.7,3.8,0.8,-1.6,3.0
N#C/C(=C\c1cc([N+](=O)[O-])c(N2CCCCC2)cc1N1CCCCC1)c1nn(-c2ccccc2)c(N)c1C#N,-0.4,97.3,13.1,-1.5,-42.8,3.5,-3.1,-1.0,0.0,3.6,0.7
CSc1cccc(NC(=O)C2CC(=O)N(Cc3ccccc3)C2)c1 (centres undefined),10.5,100.0,13.3,0.6,9.2,0.7,-2.6,1.1,1.7,12.9,2.3
O=C(COC(=O)CC1CCCC1)Nc1ccccc1[N+](=O)[O-],-6.8,x,-35.2,61.3,-18.5,9.4,8.5,-3.6,1.4,-26.1,3.0
Fc1ccc(-c2csc3ncnc(N4CCN(Cc5ccccc5)CC4)c23)cc1,-8.9,101.0,-0.6,-0.5,-5.6,-2.5,0.1,1.8,1.5,-9.3,-0.6
O=C(Nc1ccc(Oc2ccccc2)nc1)C1CCCCN1Cc1ccc(OCCO)cc1 (centres undefined),-9.0,106.3,-18.3,0.9,-6.1,-1.2,3.4,-2.5,1.4,-5.5,-1.5
O=[N+]([O-])c1ccc2nc(SCc3ccccc3Cl)sc2c1,7.9,96.9,-20.9,-11.2,4.0,2.7,3.8,1.0,x,7.2,3.9
CC(NC(=O)C1CCN(S(=O)(=O)c2cccc3cccnc23)CC1)c1ccccc1 (centres undefined),-1.9,94.1,-8.0,9.0,-1.7,3.2,1.6,0.2,-0.9,13.2,4.8
COc1ccc2nc(Nc3ccc4c(c3)OCO4)sc2c1,-2.1,104.5,-9.6,7.9,-14.9,4.4,1.8,-0.5,4.8,-30.0,0.4
N#Cc1ccc(OCC(=O)Nc2cc(S(=O)(=O)N3CCCCC3)ccc2N2CCCCC2)cc1,7.2,126.3,9.2,-25.4,-1.9,3.0,-1.7,-0.8,5.2,-14.2,4.3
CCCCCCCCNS(=O)(=O)CCNC1CCCCC1,6.3,105.4,-25.1,x,21.1,-4.7,5.4,x,6.8,17.5,x
COc1ccc(NC(=O)/C=C/c2ccc3c(c2)OCO3)cc1,-3.9,111.7,5.7,15.8,22.8,0.1,-0.8,-1.1,6.0,-8.3,4.4
Fc1ccc(NC(=S)Nc2cccc3cnccc23)cc1,9.0,107.4,-8.8,50.1,26.4,6.1,1.7,0.2,1.5,-17.2,0.2
Cc1nn(C)c(C)c1CNC(=O)Nc1cccc(Cl)c1,-4.7,112.4,9.0,-15.4,x,2.9,-1.9,1.0,2.8,-30.4,-1.5
COc1ccccc1CNC(=O)CN1CCC(n2cnc3cc(F)ccc32)CC1,2.3,96.5,-9.2,-1.0,-5.2,-2.1,1.3,-1.3,2.6,6.0,3.8
